Screening data: PubChem, several laboratories
SV40 large T antigen: SV40 large T antigen inhibitors, biochemical (AID 1903) | actives 0.39% (n = 310,000) | SV40 large T antigen ATPase/helicase inhibition assay; higher % means a stronger effect | inhibition, % at 20 µM; hits with a dose series show IC50 in µM; in the data active means a potency from the dose series; inconclusive means inhibition mostly from about 32% at the one dose, without a potency; inactive means the rest, 99 in 100 with inhibition below about 32%; further: strong numbers were not always called active
Myeloid diff MLP: induction of myeloid progenitor differentiation, primary screen, cell-based, flow cytometry, MLPCN library. actives 1% (n = 360,000). AID 624256, 2012. calls only at 10 µM. ER-HoxA9 myeloid progenitors, lysozyme-GFP differentiation;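 active means normalized GFP-positive differentiation at or above the plate's own cutoff, the solvent-only control mean plus 3 SD; inconclusive means no clear call, values can overlap the other calls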;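 further: cells exposed to compound for four days before flow analysis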
MgcRacGAP inhibition: MgcRacGAP GTPase-activating activity inhibitors, confirmation, biochemical, ADP Hunter fluorescence. Rac GTPase-activating protein 1 (Homo sapiens). MgcRacGAP-stimulated Rac1 GTP hydrolysis, ADP Hunter fluorescence; higher % means a stronger effect; GST-tagged Rac1 F28L mutant substrate. inhibition, % at 30 µM; hits with a dose series show IC50 in µM. actives 0.6% (n = 340,000). AID 624330, 2012;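 active means first-screen hits whose inhibition reached a set limit at any dose in the follow-up dose series; inconclusive means inhibition above the set first-screen limit but never retested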;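 further: fluorescence reports GDP produced by GAP-driven GTP hydrolysis; strong numbers were not always called active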
Salmonella PhoP GFP: inhibitors of PhoP regulon expression, primary screen, Salmonella Typhimurium, GFP reporter (AID 1863); S. Typhimurium PhoP-regulated promoter GFP reporter, 4 h; higher % means a stronger effect; one-dose inhibition, % at 50 µM; IC50 in µM for titrated hits; actives 0.16% (n = 300,000);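 active means inhibition over 29.93%, a cutoff 3 SD above the screen mean, later confirmed by dose response; inconclusive means inhibition over 29.93% but no dose response follow-up; inactive means inhibition at most 29.93% or unconfirmed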;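 further: 0% = low Mg2+ inducing control and 100% = high Mg2+ repressing control; strong numbers were not always called active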
WT yeast gro inh: growth inhibition of WT strain, primary screen, mitochondrial fusion inhibitor project, WT and mutant strains, chemical genetic. mitochondrial fusion phenotypic screen. inhibition, % at 10 µM. actives 2.1% (n = 190,000); in the data active means inhibition above about 58%; tested in S. cerevisiae
West Nile virus CPE: West Nile virus antiviral activity, cell-based, CPE readout (AID 1621); West Nile virus-infected cells, CPE inhibition; higher % means a stronger effect; CPE inhibition, % at 10 µM; hits with a dose series show IC50 in µM; actives 0.02% (n = 290,000); in the data active means a potency from the dose series; inconclusive means CPE inhibition mostly from about 3.7% at the one dose, without a potency; inactive means the rest, 99 in 100 with CPE inhibition below about 2.2%; further: strong numbers were not always called active
bCat nuc transl: modulators of beta-catenin nuclear translocation, primary screen, imaging, HeLa cells, immunofluorescence, high-content | nuclear translocation activity, % at 5 µM | actives 0.3% (n = 190,000) | AID 1665, 2009;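 active means nuclear translocation activity above 50% at 5 µM, with a well cell count of 50 or more; inconclusive means wells under 50 cells across six images, flagged as toxic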;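 further: per-cell ratio of nuclear to cytoplasmic median beta-catenin stain intensity; plate controls were DMSO negative control for no effect and GSK-3 inhibitor IX positive control for full effect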
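Test system: human HeLa cells, endogenous beta-catenin. Times: 24 h compound exposure, 37°C. Measured by: beta-catenin immunofluorescence imaging with DAPI.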
RSV antiviral HEp-2: RSV antiviral activity via CPE protection, HEp-2 cells, primary 10 µM value included (AID 2391); HEp-2 cells, RSV-induced CPE inhibition; higher % means a stronger effect; actives 0.13% (n = 310,000); CPE inhibition, % at 10 µM; hits with a dose series show IC50 in µM; in the data active means a potency from the dose series; inconclusive means CPE inhibition mostly from about 23% at the one dose, without a potency; inactive means the rest, 99 in 100 with CPE inhibition below about 21%; further: strong numbers were not always called active
T cell modulator: modulators of CD8 T cell-vesicle binding, primary screen, mouse 2C CD8+ T cells, flow cytometry | 2C CD8+ T cell-vesicle binding; hits give low values | calls only at 7 µM | actives 0.068% (n = 330,000) | AID 2052, 2009;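 active means response, share of CD8 T cells binding vesicles, and their 90th percentile fluorescence all below set limits, cut at about 80% in these data, passing the limit was not always enough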
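Benchmarks: naked versus QL9-loaded vesicles / Assay system: purified 2C TCR transgenic mouse naive CD8+ T cells / Technique: high-throughput flow cytometry with anti-B7-1 and anti-CD8 staining / Timing: Cell–vesicle co-incubation 1.5 h at 37 °C, staining 20 min on ice / Read-out: percent CD8+ FL2 mean versus row control / Probe or stimulus: QL9-loaded Drosophila micro-vesicles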
WT yeast gro inh mutant strain: recorded beside WT yeast gro inh, whose call it bears; inhibition, %; mitochondrial fusion phenotypic screen, mutant strain inhibition
bCat nuc transl cell count 5 µM: also measured in bCat nuc transl; calls as there; cell count; measured here: cell count, cytotoxicity flag
T cell modulator vesicle-bound %: also measured in T cell modulator; calls as there; double positive events, %; measured here: CD8+ vesicle-bound cell fraction;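 binding gate set so that unloaded-vesicle control wells show 10% double positive cells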
Myeloid diff MLP GFP+ MAC1+ %: further read-out of Myeloid diff MLP, marked with its call; GFP+ MAC1+ double positive, %; measured here: differentiation confirmed by MAC1 staining
* hit, by the source's call; i = inactive; ? = inconclusive; nt = not tested or not shown.

Value order – SV40 large T antigen	Myeloid diff MLP	Myeloid diff MLP GFP+ MAC1+ %	MgcRacGAP inhibition	Salmonella PhoP GFP	WT yeast gro inh	WT yeast gro inh mutant strain	West Nile virus CPE	bCat nuc transl	bCat nuc transl cell count 5 µM	RSV antiviral HEp-2	T cell modulator	T cell modulator vesicle-bound %
O=C(COC(=O)CCc1c[nH]c2ccccc12)NCc1ccc(Cl)cc1
 : 6.4%	i	1.4	-0.6%	-3.0%	12.6	-5.4	-0.1%	0.1	971	0.3%	i	30.2
COc1cc2ccccc2cc1C(=O)N(CCN(C)C)c1nc2c(F)cccc2s1
 : 9.1%	i	0.7	11.1%	-0.2%	nt	nt	-1.0%	nt	nt	0.9%	i	46.3
CCc1ccc(N2CC(C(=O)OC)CC2=O)cc1 (stereo unspecified)
 : 8.0%	i	0.4	0.7%	-5.2%	1.4	-2.7	-0.5%	0.2	1523	1.7%	i	30.3
COc1ccc(C2=Nc3ccc(C)cc3C(c3ccccc3)N2CC(=O)NN)cc1 (stereo unspecified)
 : 1.0%	i	0.1	4.6%	0.6%	-17.0	-7.4	-1.1%	1.0	1512	-0.6%	i	55.6
Cc1cccc(C)c1NC(=O)C(NC(=O)c1ccccn1)c1ccc([N+](=O)[O-])cc1 (stereo unspecified)
 : 6.5%	i	0.8	1.3%	5.3%	22.3	23.8	-0.1%	-0.9	1195	?	i	36.1
CC1(C)CC(=O)C(C2=NC3(CCCCCC3)Cc3ccccc32)=C(O)C1
 : -8.5%	i	0.7	-7.9%	-13.7%	nt	nt	-1.5%	0.6	1342	nt	i	23.9
COC(=O)C1CCN(C(=O)COC(=O)c2n[nH]c3ccccc23)CC1
 : 5.4%	i	1.6	7.0%	11.0%	-11.9	-11.7	1.2%	nt	nt	-0.1%	i	52.1
COc1ccc(C(=O)NC2CCN(C(=S)Nc3ccccc3C)CC2)cc1
 : 9.9%	i	0.0	2.9%	-5.0%	1.4	2.8	-0.6%	-0.7	998	-0.8%	i	47.3
CN(C)C(=O)NCc1ccc(S(N)(=O)=O)cc1
 : -15.3%	i	8.8	1.3%	13.5%	-3.4	-3.2	-0.3%	nt	nt	1.8%	i	9.9
CN(C)c1nc2ccccc2c(N)c1-c1ccccc1
 : 12.2%	i	5.6	31.0%	20.7%	11.1	8.8	-0.3%	-4.8	827	-0.3%	i	34.6

Next part.
Value order – SV40 large T antigen	Myeloid diff MLP	Myeloid diff MLP GFP+ MAC1+ %	MgcRacGAP inhibition	Salmonella PhoP GFP	WT yeast gro inh	WT yeast gro inh mutant strain	West Nile virus CPE	bCat nuc transl	bCat nuc transl cell count 5 µM	RSV antiviral HEp-2	T cell modulator	T cell modulator vesicle-bound %
Cc1ccc(S(=O)(=O)Cn2nnnc2C(C(C)C)N2CCN(Cc3ccco3)CC2)cc1 (stereo unspecified)
 : -1.3%	i	1.0	-3.2%	-17.6%	5.5	-6.6	-0.2%	2.5	1194	0.0%	i	24.8
O=C(NNC(=O)c1ccccc1Cl)c1cccs1
 : 3.7%	i	0.7	1.3%	-7.3%	-1.1	-58.7	-0.3%	-0.8	1063	5.8%	i	16.0
Cc1cc(Cl)ccc1Oc1ncc(CN2CCN(c3ccccc3)CC2)s1
 : 2.6%	i	0.5	6.9%	-3.0%	63.6*	47.2*	-1.7%	3.5	904	5.0%	i	57.4
COc1ccc(N2CCN(c3nc(NCCc4ccc(OC)c(OC)c4)nc(OC)n3)CC2)cc1
 : 5.4%	?	nt	8.8%	16.0%	36.1	19.6	1.0%	-3.0	1239	2.6%	nt	nt
CCOC(=O)c1ccc(N/C=C/C(=O)c2ccccc2)cc1
 : 21.4%	i	0.2	1.6%	0.6%	-7.8	3.3	-0.3%	0.3	1532	-0.3%	i	31.6
COc1ccccc1NC(=S)N(CCCN1CCOCC1)Cc1cccs1
 : 16.2%	i	0.6	6.1%	-2.1%	14.8	0.2	-0.3%	1.1	1043	-1.1%	i	51.0
COc1ccc(CC(=O)NCCS(=O)(=O)N2CCN(c3ccc(F)cc3)CC2)cc1OC
 : 10.5%	i	2.7	11.7%	-22.2%	nt	nt	-0.7%	nt	nt	19.5%	i	11.0
CN(C)c1nc(C#N)nc(N(C)C)n1
 : -3.0%	i	0.4	8.4%	-4.5%	-2.0	-8.5	-0.7%	-1.2	1049	1.1%	i	45.0
CCOc1ccc2nc(NC(=O)c3ccc(C)o3)sc2c1
 : 4.2%	i	0.4	-5.7%	nt	nt	nt	nt	nt	nt	?	i	20.3
Fc1cc(F)c2nc(N3CCCCC3)sc2c1
 : 12.4%	i	1.1	8.9%	11.2%	25.0	14.2	0.1%	0.6	1421	3.1%	i	11.1

Next section
Value order – SV40 large T antigen	Myeloid diff MLP	Myeloid diff MLP GFP+ MAC1+ %	MgcRacGAP inhibition	Salmonella PhoP GFP	WT yeast gro inh	WT yeast gro inh mutant strain	West Nile virus CPE	bCat nuc transl	bCat nuc transl cell count 5 µM	RSV antiviral HEp-2	T cell modulator	T cell modulator vesicle-bound %
COc1cccc(NC(=O)CN(C)C(=O)CC2Sc3ccccc3NC2=O)c1 (stereo unspecified)
 : nt	i	1.4	-0.6%	nt	nt	nt	nt	nt	nt	0.5%	i	41.4
Cc1ccc(NC(=O)COc2coc(CN3CCN(c4ccccc4)CC3)cc2=O)cc1
 : 7.5%	i	0.5	3.2%	0.8%	nt	nt	nt	nt	nt	1.6%	i	54.7
COc1ccc(CCNC(=O)CCCn2c(SCC#N)nc3ccccc3c2=O)cc1OC
 : -2.9%	i	0.9	7.4%	-1.5%	-6.3	-4.3	-0.8%	-0.4	1422	3.7%	i	15.0
COc1ccc(CNC(=O)C(=O)NCC2OCCN2S(=O)(=O)c2ccc3c(c2)OCCO3)cc1 (stereo unspecified)
 : 3.8%	i	5.2	5.2%	4.5%	-8.9	-27.7	0.3%	nt	nt	1.5%	i	38.5
CC1CCc2c(sc(N)c2C(=O)OC(C)C)C1 (stereo unspecified)
 : 1.3%	i	2.7	0.1%	10.3%	15.0	0.8	0.2%	0.9	1126	nt	i	9.0
COc1cc(CC(=O)Nc2ccc3c(c2)CCC3)cc(OC)c1OC
 : 0.8%	i	0.7	6.7%	-3.0%	-11.4	11.1	-2.0%	nt	nt	-0.1%	i	31.0
COc1ccc(-n2c(Cc3cccn3C)nnc2SCC(=O)Nc2cc(C)cc(C)c2)cc1
 : -3.9%	i	2.6	-8.8%	-3.5%	-2.6	-18.7	0.1%	-0.4	1083	2.3%	i	66.6
COc1ccc(OC)c(N(CC(=O)Nc2cccc3ccccc23)S(C)(=O)=O)c1
 : 8.9%	i	0.2	5.0%	nt	nt	nt	nt	nt	nt	2.7%	i	42.4
Cn1c(N)c(C(=O)COC(=O)C2CCCN2C(=O)c2cccs2)c(=O)n(C)c1=O (stereo unspecified)
 : 16.0%	i	0.4	5.5%	-9.3%	-10.2	-18.9	0.0%	-2.6	1069	0.8%	i	26.5
CCCN(CCC)C(=O)Cn1c(=O)n(CCC(=O)NCCc2ccccc2)c(=O)c2ccccc21
 : 6.8%	i	2.5	5.6%	5.1%	-2.3	-16.1	0.5%	nt	nt	0.2%	i	42.3

Remaining list, next part
Value order – SV40 large T antigen	Myeloid diff MLP	Myeloid diff MLP GFP+ MAC1+ %	MgcRacGAP inhibition	Salmonella PhoP GFP	WT yeast gro inh	WT yeast gro inh mutant strain	West Nile virus CPE	bCat nuc transl	bCat nuc transl cell count 5 µM	RSV antiviral HEp-2	T cell modulator	T cell modulator vesicle-bound %
COc1ccc(/C=N/NC(=O)c2ccccc2NC(=O)c2ccco2)c(OC)c1
 : 1.2%	i	0.5	4.5%	-7.2%	nt	nt	0.1%	0.0	1327	0.9%	i	37.6
CCC(C)N(C(=O)c1csnn1)C(C(=O)NC1CCCC1)c1ccccc1F (stereo unspecified)
 : 6.8%	i	0.9	8.6%	-4.5%	nt	nt	-0.6%	nt	nt	1.0%	i	12.9
O=C(COC(=O)COc1ccc(Cl)cc1Cl)NC1CCCCCC1
 : nt	i	0.2	1.1%	nt	nt	nt	nt	nt	nt	0.4%	i	39.4
Cc1ccnc2nc(C(=O)NC3=NCCS3)nn12
 : 14.8%	i	1.9	4.0%	20.9%	10.5	4.5	-0.2%	-4.2	954	0.8%	i	37.7
CC(C)OP(=O)(OC(C)C)C(Nc1ccc([N+](=O)[O-])cc1)c1cccc([N+](=O)[O-])c1 (stereo unspecified)
 : 2.2%	i	1.0	6.6%	-4.5%	nt	nt	-1.0%	0.7	1283	3.4%	i	18.3
Cn1cc(CNCc2ccccc2OCC(O)CN2CCc3ccccc3C2)cn1 (stereo unspecified)
 : 36.3%	i	0.5	6.9%	-5.4%	7.5	-6.6	0.1%	2.7	936	-2.5%	i	52.0
COc1cccc2cc(C(=O)CS(=O)(=O)c3ccc(Cl)cc3)c(=O)oc12
 : nt	i	2.9	10.9%	-5.3%	nt	nt	0.3%	nt	nt	5.3%	i	22.0
CCn1cc(SCC(=O)NC2CCCC2)c2ccccc21
 : -5.1%	i	2.6	0.8%	-12.4%	nt	nt	-0.1%	nt	nt	0.1%	i	64.3
O=C(CCc1ccccc1)OCCN1CCOCC1
 : 0.0%	i	0.6	8.5%	-2.8%	-11.3	-6.8	0.0%	-0.2	902	0.8%	i	56.0
CCOc1ccc(NC(=S)NNC(=O)CC(C)O)cc1 (stereo unspecified)
 : 5.0%	i	0.3	5.4%	-14.0%	17.1	11.8	0.0%	0.2	986	0.8%	i	22.1
